# GPR55 beta-arrestin – GPR55 agonists via beta-arrestin recruitment, primary screen, imaging, U2OS cells, beta-arrestin-GFP redistribution (AID 1961); 290,000 compounds, 0.048% hits; activation, % at 10 µM; hits with a dose series show EC50 in µM; U2OS GPR55 beta-arrestin-GFP redistribution imaging; higher % means a stronger effect;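 active = activation above 40% with more than 50 cells counted in the well; inconclusive = wells holding fewer than 50 cells, flagged as toxic or sparse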;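 note: U2OS osteosarcoma cells stably expressing GPR55 and beta-arrestin-GFP; plate controls were DMSO negative control for no effect and LPI positive control for full effect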
# NTR1 agonist – NTR1-driven beta-arrestin-GFP spot formation – imaging, U2OS cells, high content, primary screen (AID 493036) | agonist mode | activation, % at 20 µM | 330,000 compounds, 0.17% hits;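 active = activation at or above 40% of the spot to cytoplasm intensity ratio, with at least 20 cells analyzed; inconclusive = wells under 20 cells, flagged as cytotoxic or low count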;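 note: 0% = DMSO without peptide and 100% = 100 nM NTR1 peptide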
# Target sequence (P30989 whole entry, looked up): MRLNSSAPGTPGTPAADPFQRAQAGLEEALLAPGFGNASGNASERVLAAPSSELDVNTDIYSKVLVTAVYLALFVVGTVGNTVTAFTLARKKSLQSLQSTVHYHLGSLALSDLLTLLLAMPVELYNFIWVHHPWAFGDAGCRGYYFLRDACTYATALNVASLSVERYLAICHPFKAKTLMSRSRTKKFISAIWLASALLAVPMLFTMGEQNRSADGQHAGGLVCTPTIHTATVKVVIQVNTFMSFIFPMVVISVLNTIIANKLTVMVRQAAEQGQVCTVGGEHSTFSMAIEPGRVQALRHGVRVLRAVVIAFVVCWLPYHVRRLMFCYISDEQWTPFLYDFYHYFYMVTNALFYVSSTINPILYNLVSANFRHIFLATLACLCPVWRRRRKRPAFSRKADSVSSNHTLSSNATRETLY
# Siah-1 displacement – Siah-1 peptide-binding antagonists, primary screen, biochemical, fluorescence polarization, rhodamine-plectin, uHTS (AID 1817) | 290,000 compounds, 0.02% hits | Siah-1 / rhodamine-plectin peptide fluorescence polarization; higher % means a stronger effect | one-dose displacement, % at 20 µM; IC50 in µM for titrated hits;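 active = displacement of at least 50% at 20 µM, with a fluorescence ratio check between 0.3 and a set limit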;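 note: plate controls were Siah plus tracer with DMSO for no effect and tracer alone without Siah for full effect; strong numbers were not always called active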
# GPR35 antagonists – GPR35 antagonists blocking zaprinast-driven arrestin recruitment, primary screen, imaging, U2OS, beta-arrestin-GFP, zaprinast agonist (AID 2058); U2OS GPR35 beta-arrestin-GFP translocation imaging, zaprinast antagonism; higher % means a stronger effect; inhibition, % at 10 µM, or IC50 in µM where a hit was titrated; 290,000 compounds, 0.052% hits;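 active = inhibition of at least 50% with at least 30 cells and total cytoplasm GFP at most 10,000,000; inconclusive = under 30 cells or total GFP of 10,000,000 plus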
# HIV peptide binding – inhibitors of HIV fusion peptide binding, primary screen, biochemical, uHTS, fluorescence dequenching (AID 1986); 290,000 compounds, 0.3% hits; cell-free peptide binding, fluorescence dequenching, 30 min; higher % means a stronger effect; inhibition, % at 20 µM, or IC50 in µM where a hit was titrated; in the data active = inhibition mostly above about 52%, no sharp cut-off; inactive = mostly below about 76%; note: some results filed as inactive read as strong as hits
# NS5 inhibitors – flavivirus cap methylation enzyme inhibition – biochemical, confirmation dose response, primary screen (AID 588689); Dengue-2 NS5 methyltransferase capping enzyme assay, biochemical; higher % means a stronger effect; one-dose inhibition, % at 25 µM; IC50 in µM for titrated hits; 340,000 compounds, 0.3% hits; in the data active = a potency from the dose series; inconclusive = inhibition above about 29% without an active follow-up result
# GPR55 antagonists – inhibition of LPI-stimulated GPR55 beta-arrestin translocation – imaging, U2OS, beta-arrestin-GFP, LPI agonist, primary screen (AID 2013) | U2OS GPR55 beta-arrestin-GFP translocation imaging, LPI antagonism; higher % means a stronger effect | one-dose inhibition, % at 10 µM; IC50 in µM for titrated hits | 290,000 compounds, 0.13% hits;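 active = spots per cell inhibited over 60%, with over 100 cells counted and total cytoplasm intensity under 500,000; inconclusive = wells with under 100 cells, flagged as likely toxic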;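 note: U2OS cells stably carrying GPR55 and arrestin-GFP stimulated by 5 µM LPI near EC80; imaged beta-arrestin-GFP aggregate spots per cell after agonist stimulation; plate controls were LPI-stimulated DMSO wells for no effect and DMSO wells without LPI for full effect; some results filed as inactive read as strong as hits; confirmed hits need IC50 under 10 µM and bright autofluorescent wells are also inconclusive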
# UTI89 phage lysis – protection from phage-mediated lysis, alamar blue read-out – E. coli UTI89, K1F phage, bacterial capsule biogenesis inhibitors (AID 488966). E. coli UTI89 K1F phage lysis, alamar blue, 2 h; higher % means a stronger effect. inhibition, % at 100 µM, or IC50 in µM where a hit was titrated. 340,000 compounds, 0.02% hits;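 active = phage lysis inhibition, versus mean bacterial control, above a set limit; inconclusive = no clear call, values can overlap the other calls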;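 note: capsule biogenesis inhibitors block K1F phage lysis so surviving cells raise fluorescence; higher fluorescence means more inhibition of phage lysis; actives were called in the ten point dose series up to 300 µM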
# AID2073 – disruptors of CaV2.2 binding to Mint1 – biochemical, HTRF (AID 2073). HTRF protein-protein interaction, Mint1-CaV2.2; higher % means a stronger effect. one-dose inhibition, % at 20 µM; IC50 in µM for titrated hits. 290,000 compounds, 0.19% hits; in the data active = inhibition mostly above about 51%, no sharp cut-off; inconclusive = no clear call, values can overlap the other calls; inactive = mostly below about 53%; note: some results filed as inactive read as strong as hits
# NTR1 agonist cell count 20 µM – further read-out of NTR1 agonist, marked with its call; cell count; measured here: cell count, cytotoxicity flag
# The depositor's hits bear a star; ? = inconclusive; nt = not tested or not shown; [ ] = remark or other dose.
# Sample of the layout, two compounds:
SMILES,GPR55 beta-arrestin,NTR1 agonist,NTR1 agonist cell count 20 µM,Siah-1 displacement,GPR35 antagonists,HIV peptide binding,NS5 inhibitors,GPR55 antagonists,UTI89 phage lysis,AID2073
OC(COc1cccc(OCC(O)CN2CCCC2)c1)CN1CCCC1 (configuration not stated),-0.1%,-1.4,39,0%,2%,-0.4%,0%,22%,0.1%,1%
CC(C)CC(N=C1NC(C)(C)Cc2ccccc21)C(=O)O (configuration not stated),-0.2%,0.2,52,-2%,-1%,-3.9%,0%,8%,9.3%,-3%

# The listing, from the start:
SMILES,GPR55 beta-arrestin,NTR1 agonist,NTR1 agonist cell count 20 µM,Siah-1 displacement,GPR35 antagonists,HIV peptide binding,NS5 inhibitors,GPR55 antagonists,UTI89 phage lysis,AID2073
OC(COc1cccc(OCC(O)CN2CCCC2)c1)CN1CCCC1 (configuration not stated),-0.1%,-1.4,39,0%,2%,-0.4%,0%,22%,0.1%,1%
CC(C)CC(N=C1NC(C)(C)Cc2ccccc21)C(=O)O (configuration not stated),-0.2%,0.2,52,-2%,-1%,-3.9%,0%,8%,9.3%,-3%
O=C(c1ccc(NC(=O)C2(c3ccccc3)CCCC2)cc1)N1CCOCC1,-0.1%,0.3,51,0%,26%,-0.4%,nt,-17%,nt,6%
O=C(NC1CCCCC1)c1cccnc1Sc1ccccc1Cl,0.3%,-0.1,47,3%,6%,1.1%,-7%,-2%,0.3%,1%
O=C(COCC(=O)N/N=C/c1ccccc1F)N/N=C/c1ccccc1F,-0.1%,0.2,62,8%,1%,-0.7%,-3%,9%,0.0%,0%
Cc1ccc(-c2ccc(/C=C/C(=O)c3ccccc3)o2)cc1,-0.3%,4.3,51,19%,-6%,37%,-4%,-20%,3.5%,1%
COC(=O)c1c(C)oc(C)c1S(=O)(=O)NCC1CC1,-0.2%,-0.4,52,-8%,4%,-1.1%,9%,-12%,1.1%,-5%
c1cncc(-c2noc(-c3ccco3)n2)c1,0.4%,1.6,43,-2%,-3%,-2.8%,5%,-2%,0.5%,-2%
CC1CCCCC1NC(=O)C1CCN(c2c3c(nc4ncnn24)CCC3)CC1 (configuration not stated),-0.1%,-1.4,60,1%,-3%,-2.2%,7%,9%,-0.3%,5%
O=C(Nc1nncs1)C12CC3CC(CC(Cl)(C3)C1)C2,-0.1%,nt,nt,0%,-4%,1.4%,-6%,2%,2.1%[50 µM],3%
O=C(O)Cc1csc(-c2ccc(F)cc2)n1,-0.1%,-2.0,62,0%,3%,-0.9%,-5%,-5%,0.0%,5%
CCc1ccc(C(=O)NC2CCCCC2)s1,-0.1%,0.0,84,3%,-8%,-1.8%,-5%,4%,2.5%,-16%

# Some values from the list.
# Siah-1 displacement result of `O=C(O)Cc1csc(-c2ccc(F)cc2)n1` : 0%
# GPR35 antagonists result of `Cc1ccc(-c2ccc(/C=C/C(=O)c3ccccc3)o2)cc1` : -6%
# NS5 inhibitors result of `CC(C)CC(N=C1NC(C)(C)Cc2ccccc21)C(=O)O` (configuration not stated) : 0%
# AID2073 result of `O=C(c1ccc(NC(=O)C2(c3ccccc3)CCCC2)cc1)N1CCOCC1` : 6%
# NTR1 agonist result of `COC(=O)c1c(C)oc(C)c1S(=O)(=O)NCC1CC1` : -0.4

# Back to the main list, starting 3 compounds before the break.
SMILES,GPR55 beta-arrestin,NTR1 agonist,NTR1 agonist cell count 20 µM,Siah-1 displacement,GPR35 antagonists,HIV peptide binding,NS5 inhibitors,GPR55 antagonists,UTI89 phage lysis,AID2073
O=C(Nc1nncs1)C12CC3CC(CC(Cl)(C3)C1)C2,-0.1%,nt,nt,0%,-4%,1.4%,-6%,2%,2.1%[50 µM],3%
O=C(O)Cc1csc(-c2ccc(F)cc2)n1,-0.1%,-2.0,62,0%,3%,-0.9%,-5%,-5%,0.0%,5%
CCc1ccc(C(=O)NC2CCCCC2)s1,-0.1%,0.0,84,3%,-8%,-1.8%,-5%,4%,2.5%,-16%
O=C(CC1(c2ccc(Cl)cc2)C2CC3CC(C2)CC1C3)NCCO (configuration not stated),0.8%,1.0,51,2%,21%,-1.4%,1%,2%,0.6%,?
Oc1ccccc1N1CCN(c2ccc3ccccc3n2)CC1,0.3%,7.4,49,-5%,0%,-2.6%,0%,-4%,0.8%,8%
CCOc1ccc(Nc2ccc3nonc3c2[N+](=O)[O-])cc1,-0.3%,0.9,94,-2%,5%,-2.3%,-1%,1%,0.0%[50 µM],-2%
Cc1sc2ncn(CC(=O)N3CCC(C(N)=O)CC3)c(=O)c2c1S(=O)(=O)N1CC(C)CC(C)C1 (configuration not stated),?,1.9,56,2%,-3%,-0.3%,-7%,1%,0.2%,-10%
Cc1sc2ncn(CC(=O)NCCc3ccccc3)c(=O)c2c1C,-0.1%,28,83,-10%,-13%,1.2%,-9%,-5%,4.1%,3%
CCCC(=O)Nc1ccc(NCc2ccc(C)s2)cc1,-0.1%,1.6,53,-2%,4%,0.4%,1%,7%,0.1%,-1%
COc1cc(C(=O)OCC(=O)N(C)Cc2ccccc2)cc(OC)c1OC,-0.5%,0.5,40,14%,-13%,-0.2%,-8%,-3%,0.6%,0%
Cc1nc2[nH]c(=O)c3c(n2n1)NC1=C(C(=O)CC(C)(C)C1)C3c1ccccc1 (configuration not stated),-0.2%,-0.6,93,4%,2%,3.2%,0%,7%,-0.1%,17%
CC(=O)Nc1ccc(N/C=C/C(=O)c2ccco2)cc1,-0.4%,-0.6,50,-4%,12%,-0.9%,7%,5%,1.4%,1%
C=C(C)CSc1nc2ccccc2c(=O)n1-c1c(C)n(C)n(-c2ccccc2)c1=O,-0.4%,1.3,56,3%,-8%,0.8%,-6%,0%,2.8%,6%
CCCc1nc2ccccc2c(C(=O)OCC(=O)N2CCc3ccccc32)c1CC,-0.1%,2.7,66,1%,?,-1.0%,1%,11%,1.6%[50 µM],-5%
COc1ccc(-c2cc(C(F)F)n3ncc(C(=O)Nc4c(C)n(C)n(-c5ccccc5)c4=O)c3n2)cc1,-0.1%,2.9,30,7%,5%,-1.6%,5%,14%,0.3%,3%
C/C(CCc1ccccc1)=N\NC(=O)c1ccc(CN2CCOCC2)cc1,0.2%,-0.6,21,9%,-10%,-1.5%,-5%,16%,-0.1%,-6%
COC(=O)C(C(=O)Nc1cccc(C)n1)C1CCCCCC1 (configuration not stated),0.2%,-1.0,79,-2%,12%,2.9%,-2%,nt,-0.2%,?
Cn1c(=O)c(=O)n(C)c2cc(S(=O)(=O)CCC(=O)Nc3ccc(F)cc3)ccc21,-0.1%,-2.7,67,-1%,-12%,-1.1%,-5%,-1%,-1.2%,11%
COC(=O)c1ccc(OCc2cc(=O)n3ccsc3n2)cc1,?,-0.4,69,-7%,-6%,-1.3%,4%,4%,-0.3%,7%
CC(=O)c1ccc(N(CC(=O)NC2CCCC2)C(=O)CNC(=O)c2ccco2)cc1,0.6%,0.1,46,5%,-11%,0.3%,-3%,4%,0.1%,-4%
CCOC(=O)C1CCCN(CCC(=O)Nc2cc(C)cc(C)c2)C1 (configuration not stated),0.1%,1.8,48,0%,-2%,-1.0%,0%,3%,-0.6%,-7%
CCOC(=O)N1CCN(C(=S)NC(=O)/C=C/c2ccc(C)cc2)CC1,-0.1%,0.9,83,0%,-5%,-0.4%,2%,19%,0.2%,-9%
CCOc1ccccc1NC(=O)/C(C#N)=C/c1c(C)nn(-c2ccccc2)c1Cl,1.2%,3.9,50,6%,5%,0.1%,1%,-2%,-4.3%,7%
CC1Cc2cc(S(=O)(=O)N3CCC(C(=O)NCc4ccco4)CC3)ccc2N1C(=O)C1CCC1 (configuration not stated),-0.1%,1.3,57,15%,-6%,0.5%,0%,13%,0.2%,3%
COc1cccc2cc(C(=O)N3CCC(C)CC3)c(=O)oc12,-0.1%,4.5,72,3%,-6%,2.1%,-7%,-2%,5.2%,4%
COC(=O)c1ccc2c(c1)C(=O)/C(=C/c1ccc(C)cc1)O2,-0.2%,3.4,47,3%,-2%,-2.5%,-5%,3%,2.1%[50 µM],2%
CC(C)(C)c1[nH]nc2c1C(c1ccccc1OC(=O)N1CCOCC1)C(C#N)=C(N)O2 (configuration not stated),-0.1%,-0.2,50,-1%,-18%,-0.9%,-2%,-15%,0.1%,0%
O=C(Nc1cccc2ccccc12)NC1Cc2ccccc2C1,1.1%,-0.1,58,1%,-3%,-1.6%,nt,-1%,nt,26%
CC(C)On1c(SCC(=O)N(C)C)nc2ccccc2c1=O,-0.2%,0.3,55,-2%,-2%,1.9%,nt,-2%,nt,7%
Cn1nnc(NC(=S)NC(=O)c2ccccc2)n1,0.0%,1.0,56,19%,0%,0.5%,1%,5%,-0.8%,-20%
COc1ccc(CNC(=O)Cc2ccc(OC)c(S(=O)(=O)N3CCOCC3)c2)cc1,0.4%,1.0,56,5%,2%,-0.1%,-1%,-5%,-1.6%,-1%
CCOc1ccc2nc(NC(=O)C3CCN(S(=O)(=O)c4cnc[nH]4)CC3)sc2c1,-0.2%,-0.5,55,0%,1%,0.2%,-1%,2%,-2.3%,-12%
CCOc1ccc(-c2nc(CSCC(=O)NC3CC3)c(C)o2)cc1,-0.2%,-0.3,52,3%,-3%,-0.1%,-4%,-1%,0.0%,8%
Cn1c(SCC(=O)N2CCCC2)nc2cccnc21,0.3%,-1.1,32,6%,3%,1.2%,-1%,17%,0.3%,17%
Cn1c(=O)c(/C(N)=N/OC(=O)c2ccccc2)cn(-c2ccccc2)c1=O,-0.2%,-0.4,44,-2%,0%,-2.2%,0%,10%,0.9%,-2%
O=C(CSc1ccc(-c2ccco2)nn1)NC1CCCC1,0.5%,-0.4,57,0%,14%,7.9%,-8%,-1%,0.1%,12%
CC(=O)CCC(=O)c1ccc2ccccc2c1,-0.3%,5.5,59,-2%,-2%,0.8%,3%,10%,0.1%,5%

# Compound activity as filed in PubChem BioAssay.
